Screening data: PubChem, National Center for Advancing Translational Sciences (NCATS)
PTAP-TSG101 blk – TSG101-PTAP interaction inhibition, HIV-1 budding; Fluorescence polarization, FITC-PTAP peptide/Tsg101, 20 min; Q99816; AID 1347069; Potency, µM (titrated, usually from 115 µM), without a hit: at the highest dose activity change, negative = inhibition, actives largely listed as inhibitors; 44,000 tested, under 10 active; note: potency is the fitted concentration of half-maximal effect; 0% is about no effect
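Steps: Tsg101 binding domain (10 uM final) in HEPES pH 7.5/NaCl/Tween 20/EDTA/TCEP; add compound; add FITC-PTAP peptide (50 nM final); incubate 20 min r.t.; read polarization.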
p53null 39C kill – p53 null cell cytotoxicity, nonpermissive temperature | H1299 p53-null (neo) cells, 39C, ATPlite viability, 24 h | 55,000 compounds, 0.97% hits | Potency, µM (titrated, usually from 46.1 µM), for the others: at the highest dose activity, negative = cell killing, most hits filed as cytotoxic;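 note: potency is the fitted concentration of half-maximal effect; 0% = DMSO only and -100% = full killing by 100 µM tamoxifen; nearly all actives have a fitted effect of over 50% in size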
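Following overnight plating at 37C (600 cells/well), H1299-neo or H1299-p53A138V cells are dosed up to 46 uM. Incubation lasts 24 hr at 39C before ATP detection.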
GALK inhibitor – inhibits human galactokinase | P51570 | recombinant GALK, Kinase-Glo ATP luminescence, 1 h | Potency, µM (top dose mostly 57.5 µM), for the others: at the top dose activity, negative = inhibition, hits mostly inhibitors | 44,000 tested, under 10 active;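 note: plate controls were full GALK reaction for no effect and reaction lacking GALK for full effect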
Target sequence (P51570 whole entry, looked up): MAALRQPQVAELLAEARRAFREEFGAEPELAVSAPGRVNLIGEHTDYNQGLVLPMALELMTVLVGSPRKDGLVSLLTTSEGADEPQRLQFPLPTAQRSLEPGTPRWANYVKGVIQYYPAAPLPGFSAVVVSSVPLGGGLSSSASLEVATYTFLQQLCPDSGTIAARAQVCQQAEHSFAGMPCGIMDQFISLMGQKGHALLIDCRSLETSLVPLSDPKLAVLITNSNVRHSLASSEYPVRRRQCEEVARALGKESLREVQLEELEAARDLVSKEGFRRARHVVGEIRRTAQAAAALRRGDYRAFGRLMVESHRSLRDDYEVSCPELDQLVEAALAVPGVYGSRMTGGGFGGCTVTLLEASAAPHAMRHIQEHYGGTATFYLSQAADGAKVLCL
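5 nM GALK; 35 uM ATP; 100 uM D-galactose; 20 mM HEPES pH 8.0, 5 mM MgCl2, 60 mM NaCl, 1 mM DTT, 0.01% BSA; 1 h RT; Kinase-Glo Plus luminescence.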
FH mod – Identification of activators of human fumarate hydratase by quantitative high-throughput screening. Fumarate hydratase, mitochondrial (Homo sapiens), P07954. FH coupled MDH/diaphorase resazurin fluorescence, 15 min. Potency, µM (top dose mostly 79.9 µM), for inactives: at the highest dose activity change, negative = inhibition, usual class: inhibitors. 54,000 compounds, 0.22% hits; note: potency is the fitted concentration of half-maximal effect; % is set by controls: 0 for no effect and ±100 for the full control effect; the screen sought activators but most active calls are inhibition curves; nearly all actives have a fitted effect of over 45% in size
B2AR arrestin ag – beta-arrestin recruitment by human beta2-adrenergic receptor ligands. P07550. 44,000 tested, under 10 active. Potency, µM (highest dose often 46.1 µM), for the others: at the highest dose activation, actives largely listed as activators. HTLA Tango cells, beta-arrestin recruitment, luciferase luminescence, 18 h;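 note: potency is the fitted concentration of half-maximal effect; 0% = DMSO and full agonism = EC100 isoproterenol or metaproterenol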
Target sequence (P07550 whole entry, looked up): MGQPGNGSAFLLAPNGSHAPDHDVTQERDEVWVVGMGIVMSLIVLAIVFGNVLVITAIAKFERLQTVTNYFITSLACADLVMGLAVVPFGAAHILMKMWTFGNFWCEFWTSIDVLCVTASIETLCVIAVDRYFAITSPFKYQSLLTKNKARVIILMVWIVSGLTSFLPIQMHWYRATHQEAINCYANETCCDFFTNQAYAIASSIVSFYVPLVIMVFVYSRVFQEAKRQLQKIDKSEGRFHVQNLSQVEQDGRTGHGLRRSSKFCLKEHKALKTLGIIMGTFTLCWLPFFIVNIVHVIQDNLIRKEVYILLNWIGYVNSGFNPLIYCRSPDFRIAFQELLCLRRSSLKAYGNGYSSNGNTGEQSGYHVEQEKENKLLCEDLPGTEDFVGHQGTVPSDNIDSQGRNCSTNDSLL
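Tango cells expressing recombinant beta2-AR and beta-arrestin were treated with compounds (up to 46 microM titration) in DMEM with 1% FBS for 18 hr at 37 degrees C. Beta-arrestin recruitment drove tTA-dependent luciferase, read by luminescence; curves were fitted and classed.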
NTMT1 inhibitor – blocks human N-terminal methyltransferase 1 activity | Q9BV86 | NTMT1 MTase-Glo SAH luminescence, purified enzyme | Potency, µM (top dose mostly 114 µM), for inactives: top-dose activity change, negative = inhibition, usual class: inhibitors | 59,000 compounds, 2.5% hits;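 note: potency is the fitted concentration of half-maximal effect; plate controls were DMSO vehicle for no effect and no enzyme for full effect; nearly all actives have a fitted effect of over 65% in size; many of its hits are not listed in these tables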
Target sequence (Q9BV86 whole entry, looked up): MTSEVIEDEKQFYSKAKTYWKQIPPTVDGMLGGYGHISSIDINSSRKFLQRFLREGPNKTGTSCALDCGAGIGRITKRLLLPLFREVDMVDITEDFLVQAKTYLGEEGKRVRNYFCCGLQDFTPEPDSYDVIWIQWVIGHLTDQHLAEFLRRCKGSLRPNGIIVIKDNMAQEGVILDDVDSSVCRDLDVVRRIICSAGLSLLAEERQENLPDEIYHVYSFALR
p53null 32C kill – selectivity test: cytotoxicity in p53 null cells, permissive temperature; H1299-neo p53 null cells, ATP luminescence, 24 h, 32C; Potency, µM (series often up to 46.1 µM), for the others: at the highest dose activity change, negative = cytotoxicity, actives largely listed as cytotoxic; 55,000 compounds, 0.62% hits;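 note: potency is the fitted concentration of half-maximal effect; 0% = DMSO only and -100% = full killing by 100 µM tamoxifen; nearly all actives have a fitted effect of over 55% in size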
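Luminescent ATP readout gave cell viability of p53-null H1299-neo cells after a 24 h compound exposure at the permissive 32C. Titrations ran up to 46 uM, and AC50s were fitted with the standard Hill equation.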
Active calls of the source: *; ? = inconclusive; [ ] = remark or other dose. Calls come from the whole dose curve; as a rule, active = well fitted curve in the direction sought with a large enough effect; inconclusive = small, poorly fitted or top-dose-only effect, or another doubt; inactive = no such curve, though single readings can be large; an effect the other way counts as inactive or inconclusive. The list is partial; count on the stated rates, not on these rows.

SMILES | PTAP-TSG101 blk | p53null 39C kill | GALK inhibitor | FH mod | B2AR arrestin ag | NTMT1 inhibitor | p53null 32C kill
CCOC(=O)C1CCCN(CC(=O)Nc2cc(C)c3c(=O)oc4ccccc4c3n2)C1 (stereo not drawn) | -4.1% | -17.5% | 3.4% | -16.1% | -2.1% | 8.4% | 4.3%
COc1ccc(C(=O)N(Cc2sccc2C)C2CCS(=O)(=O)C2)cc1 (stereo not drawn) | -7.4% | -18.7% | -9.9% | -1.3% | 0.9% | 6.8% | 0.1%
CCOC(=O)c1c(C)[nH]c(C)c1S(=O)(=O)N1CCCC(C(=O)N2CCN(c3ccccc3F)CC2)C1 (stereo not drawn) | -8.1% | 22.0% | -1.8% | -8.8% | -1.1% | 9.0% | -4.8%
Cc1c2cnn(-c3ccccc3)c(=O)c2c(C)n1CCCC(=O)Nc1cc(F)ccc1F | -1.2% | -13.3% | -0.8% | -4.9% | -4.0% | -9.5% | 2.4%
CCc1ccc(S(=O)(=O)c2nnn3c2nc(Nc2cccc(C)c2C)c2sccc23)cc1 | 1.4% | -22.1% | 2.2% | -8.2% | 0.9% | -27.9% | 11.3%
CCOC(=O)c1cccc(Nc2nc(C(=O)OCC)nc3ccccc23)c1 | -0.1% | 22.5% | -0.6% | -23.9% | 3.4% | -1.2% | 20.4%
CCc1ccc(C2CC(=O)Oc3c2c(=O)n(C)c2ccccc32)cc1 (stereo not drawn) | -4.8% | -11.2% | 3.0% | -2.1% | -0.3% | 9.2% | 7.1%
CCC(C)NC(=O)c1ccc2nc(Cc3ccc(OC)cc3)oc2c1 (stereo not drawn) | -3.6% | 4.7% | -1.5% | -14.8% | -1.3% | ? | -2.3%
COc1ccc(Cl)cc1NC(=O)CSc1nc(-c2ccccc2)c2ccccc2n1 | 1.2% | -2.2% | 2.6% | -0.7% | -0.2% | 6.4% | -9.9%
COc1cccc(CN2C(=O)c3ccccc3C2C(=O)NCCc2ccc(OC)c(OC)c2)c1 (stereo not drawn) | -6.8% | -19.0% | 1.3% | 2.1% | 2.8% | 5.7% | -3.2%
Cc1ccc(OCc2ccc(-c3nc(C#N)c(NCc4cccnc4)o3)o2)cc1 | -6.5% | ? | 0.5% | ? | -4.0% | 3.5% | -21.4%
Cc1ccc(NC(=O)NCCc2c(C)nn(C)c2C)cc1Cl | -2.4% | -10.6% | -0.5% | 5.8% | 0.7% | -5.9% | 6.0%
CCCCC1CCC(C(=O)N2CC(=O)Nc3ccc(Br)cc3C2c2ccc(F)cc2)CC1 (stereo not drawn) | -5.1% | 36.3%[activator] | -2.2% | -21.4% | 0.3% | ? | 20.2%
CC(C)c1ccc(NC(=O)c2ccc(F)c(S(=O)(=O)N3CCN(c4ccccc4F)CC3)c2)cc1 | -6.0% | 7.0% | -0.1% | -8.4% | 0.2% | 14.3% | -9.1%
COc1cc(-c2cc(OC)c3c(C)oc(C)c3c(=O)c2)ccc1OC(=O)c1ccccc1F | -1.3% | -1.7% | -7.8% | -17.7% | 0.3% | -1.8% | 1.0%
CCOC(=O)C1CCN(C(=O)Cn2nc(CC)n3c(cc4sccc43)c2=O)CC1 | -8.7% | -18.7% | 10.6% | -10.8% | -0.5% | -4.1% | ?
COc1cccc(C(=O)Nc2cc3c(cc2C(=O)c2ccc(C)cc2)OCCO3)c1 | -11.1% | 1.2% | -13.2% | -6.2% | 0.7% | 12.8% | -3.1%
COCCCn1c(=N)c(C(=O)NCc2cccnc2)cc2c(=O)n3cccc(C)c3nc21 | -4.8% | 4.6% | 0.0% | 9.7% | -0.8% | 4.8% | 7.3%
CCCNC(=O)c1cc2n(n1)CCCN(Cc1ccc(F)cc1)C2=O | 0.8% | 5.3% | -4.0% | 3.6% | 0.8% | 11.7% | -2.1%
Cc1ccc(NC(=O)c2oc3ccccc3c2NC(=O)c2cc3ccccc3o2)cc1 | -0.8% | -18.4% | 6.7% | -21.9% | -0.2% | 7.0% | ?
COc1ccc(-c2nn3c(=O)cc(CN4CCN(C(=O)c5ccc(C(C)(C)C)cc5)CC4)nc3s2)cc1 | -4.4% | -11.5% | -8.8% | 3.8% | 1.0% | 8.3% | 2.0%
Cc1ccc(-c2noc(CSc3nnc(C)n3-c3ccc(C)cc3)n2)cc1 | -7.1% | ? | 0.2% | -3.6% | ? | -4.6% | 21.0%
CCOC(=O)C(Cc1c[nH]c2ccccc12)NC(=O)COc1ccc(CC)cc1 (stereo not drawn) | -5.1% | 0.3% | 0.0% | -16.8% | -0.4% | -13.0% | -5.9%
CCN1CCN(c2csc3ccc(C)cc3c2=O)CC1 | -2.5% | 18.5% | -0.2% | 4.8% | 1.0% | -8.3% | -10.9%
O=C(Nc1cc(-c2nc3ccccc3o2)ccc1Cl)c1ccc(N2CCCCC2)c([N+](=O)[O-])c1 | -7.6% | -8.1% | -0.4% | -10.4% | -0.2% | 2.7% | 3.6%
COc1ccc(CNC(=O)CSc2nc(-c3ccc(OC)cc3)cc(C(F)(F)F)n2)cc1 | -2.1% | -6.5% | 3.4% | 4.9% | 0.6% | 4.7% | 2.2%
CCn1c2c(c(=O)n3ncc(C(=O)Nc4cccc(Cl)c4C)c13)CN(Cc1ccc(OC)cc1)CC2 | -1.9% | ? | 2.2% | ? | -0.8% | 6.7% | -8.2%
COc1cc2nc(Nc3cccc(C)c3)nc(N)c2cc1OC | -0.7% | ? | 3.3% | -8.7% | 6.6% | ? | ?
Cc1cc(C)cc(NC(=O)CCc2nnc3n(CC(C)C)c(=O)c4ccccc4n23)c1 | -1.0% | 5.2% | 4.8% | -1.0% | 0.5% | 12.8% | -2.0%
CCOC(=O)C1CCC(CN(Cc2ccc(Cl)cc2)S(=O)(=O)c2cccc(Cl)c2C)CC1 (stereo not drawn) | 0.3% | -20.1% | 1.5% | -11.8% | -0.6% | -2.1% | -5.2%
COC(=O)Cn1ccc2cc(S(=O)(=O)N3CCCCCC3)ccc21 | -4.1% | -6.8% | -0.1% | -15.7% | -2.6% | -13.4% | -4.5%
COCCNc1ccc(-c2nc(-c3cccc(C)c3)no2)cc1[N+](=O)[O-] | -4.2% | 18.0% | -11.8% | 3.1% | -0.6% | 7.2% | -9.8%
Clc1ccc(CN2CCC(CNc3ncnc4onc(-c5ccc(Cl)cc5)c34)CC2)cc1 | -6.0% | -21.5% | -1.5% | -13.9% | 0.5% | -20.2% | 6.4%
COc1cc(CNC(=O)c2cc3n(n2)CCCN(Cc2cccc(F)c2)C3=O)cc(OC)c1OC | -1.0% | -11.9% | -2.9% | -6.0% | -0.1% | -26.3% | -8.7%
Cc1ccc(OCC(=O)Nc2ccc(Cl)c(-c3nc4ncccc4o3)c2)c(C)c1 | 1.6% | 5.8% | 1.8% | -5.0% | 1.3% | 6.3% | 4.2%
COc1ccc(CCNC(=O)c2ccc(Nc3nc4ccccc4n4nnnc34)cc2)cc1OC | 3.7% | -15.7% | -7.8% | -2.9% | 0.4% | 15.9% | -8.6%
Oc1ccc(NCc2ccccc2OCc2ccc(Cl)cc2)cc1 | -9.6% | ? | ? | ? | -0.1% | ? | -26.0%
Fc1ccc(Nc2c3c(nc4nncn24)CCC3)cc1 | -4.7% | -15.0% | -10.9% | 7.5% | -0.7% | 9.2% | 3.8%
Cc1cccc(C(=O)Nc2ccc(-c3nc4ccccc4s3)c(C)c2)c1 | -0.3% | 11.2% | 2.0% | 4.9% | -1.4% | -8.9% | ?
COc1ccc(C(=O)n2nc(-c3ccco3)nc2NCc2cccs2)cc1OC | 1.9% | -2.7% | 0.3% | -31.0% | 0.8% | -25.8% | -1.2%
O=C(NCCc1ccccc1)c1ccc(CSc2nc3cccnc3n2Cc2ccccc2F)cc1 | 4.7% | -7.9% | -6.4% | ? | 1.4% | -18.4% | 0.8%
CC(C)N(Cc1ccccc1)C(=O)Cn1ncc2c3ccccc3n(Cc3ccccc3)c2c1=O | -1.6% | 6.5% | 3.4% | -21.9% | -1.6% | 12.0% | 3.2%
Cc1c(Cl)cccc1NC(=O)CSc1nc2ncccc2o1 | -7.8% | -3.3% | -0.9% | 1.7% | 1.2% | 13.3% | -2.3%
Cc1nn(CC(=O)N2CCN(c3ccccc3)CC2)c(=O)c2cccn12 | 0.3% | 9.1% | 3.3% | -1.0% | -3.0% | -29.4% | -9.8%
Cc1cc(C)c2c(-n3cccc3)c(C(=O)NCCCN3CCCCC3)sc2n1 | -4.4% | 3.1% | -0.9% | -11.8% | -1.2% | -6.5% | -2.5%
CCC(=O)N1CCc2cc(S(=O)(=O)CCC(=O)Nc3cc(Cl)ccc3OC)ccc21 | -2.6% | 0.7% | 14.6% | -11.8% | 0.7% | ? | 3.7%
CCOc1ccccc1CNc1ccc2cc(S(=O)(=O)N3CCC(C)CC3)ccc2n1 | 1.5% | -15.7% | -0.2% | -22.5% | -1.2% | -7.5% | -0.1%
COc1cccc2sc(N3CCN(C(=O)CS(=O)(=O)c4ccc(Cl)cc4)CC3)nc12 | 2.2% | 27.5% | 0.6% | -18.0% | -4.0% | -1.2% | 1.3%
CCc1cccc(C)c1NC(=O)C(C)Sc1nc2c(c(=O)[nH]1)CCCC2 (stereo not drawn) | -4.7% | 2.4% | 0.3% | 0.7% | -0.9% | 1.9% | 3.6%
CCN(CC)c1ccc2cc(-c3nc(-c4ccccc4)no3)c(=O)oc2c1 | -25.0% | 10.4% | 2.4% | -3.9% | 7.1% | 9.5% | 1.0%
CCc1cnc2c(c1SCC(=O)c1ccc(OC)cc1)c(=O)n(C)c(=O)n2C | 1.8% | 26.2% | -5.8% | -20.6% | -3.8% | -5.5% | 14.4%
COc1ccc(-c2nc(CSCC(=O)N3CCN(c4ccccc4)CC3)c(C)o2)cc1 | -4.4% | 3.2% | -1.4% | -11.9% | 0.2% | 2.5% | 9.4%
COc1ccc(CC(=O)NCC(c2cccs2)S(=O)(=O)c2ccc(F)cc2)cc1 (stereo not drawn) | -2.4% | 15.6% | 0.1% | -36.5% | -2.1% | 12.9% | -1.2%
